Source: PubChem BioAssay (Broad Institute)
NSD2 inh = inhibitors of human NSD2 methyltransferase; O96028; NSD2-SET H3K36me1 DELFIA fluorescence, biochemical; inhibition, % at 12.5 µM; actives 0.07% (n = 44,000); in the data active means inhibition above about 54%, passing the limit was not always enough;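 further: inhibitors reduce the monomethyl H3K36 fluorescence signal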
Target sequence (O96028 whole entry, looked up): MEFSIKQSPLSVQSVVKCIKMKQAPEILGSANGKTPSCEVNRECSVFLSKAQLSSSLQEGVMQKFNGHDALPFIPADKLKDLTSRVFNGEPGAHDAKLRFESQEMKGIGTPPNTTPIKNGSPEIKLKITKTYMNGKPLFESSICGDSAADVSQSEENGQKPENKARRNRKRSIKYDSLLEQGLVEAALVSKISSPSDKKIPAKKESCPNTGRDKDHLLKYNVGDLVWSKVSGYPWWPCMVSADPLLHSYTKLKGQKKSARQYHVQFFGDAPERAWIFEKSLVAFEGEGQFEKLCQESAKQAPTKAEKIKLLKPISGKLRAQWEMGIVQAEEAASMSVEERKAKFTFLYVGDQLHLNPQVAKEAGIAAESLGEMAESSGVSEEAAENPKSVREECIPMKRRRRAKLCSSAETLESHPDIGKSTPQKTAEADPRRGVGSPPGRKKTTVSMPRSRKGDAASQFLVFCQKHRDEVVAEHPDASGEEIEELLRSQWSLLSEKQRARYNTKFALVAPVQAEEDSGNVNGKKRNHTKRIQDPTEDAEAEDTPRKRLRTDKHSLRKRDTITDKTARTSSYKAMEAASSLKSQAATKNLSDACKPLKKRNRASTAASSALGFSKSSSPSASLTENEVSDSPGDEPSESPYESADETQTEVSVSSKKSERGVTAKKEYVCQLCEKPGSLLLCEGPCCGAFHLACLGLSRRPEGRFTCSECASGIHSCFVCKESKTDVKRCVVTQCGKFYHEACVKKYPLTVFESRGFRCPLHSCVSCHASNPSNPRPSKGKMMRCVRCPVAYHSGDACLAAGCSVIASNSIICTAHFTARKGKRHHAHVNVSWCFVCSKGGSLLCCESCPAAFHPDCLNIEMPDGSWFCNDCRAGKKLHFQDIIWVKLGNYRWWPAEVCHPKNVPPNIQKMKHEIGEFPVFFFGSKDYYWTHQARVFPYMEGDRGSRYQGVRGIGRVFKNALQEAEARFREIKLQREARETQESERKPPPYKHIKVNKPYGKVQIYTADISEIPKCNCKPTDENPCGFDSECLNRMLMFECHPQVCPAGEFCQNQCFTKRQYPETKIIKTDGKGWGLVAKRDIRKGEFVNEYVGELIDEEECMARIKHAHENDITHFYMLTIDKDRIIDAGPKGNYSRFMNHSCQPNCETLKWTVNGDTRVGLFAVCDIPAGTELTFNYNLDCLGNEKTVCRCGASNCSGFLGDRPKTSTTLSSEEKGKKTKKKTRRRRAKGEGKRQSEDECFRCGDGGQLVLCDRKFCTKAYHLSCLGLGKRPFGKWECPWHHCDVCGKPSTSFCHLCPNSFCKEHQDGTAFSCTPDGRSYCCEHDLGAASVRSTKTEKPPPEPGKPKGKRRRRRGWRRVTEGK
* = called active by the depositor; i = inactive.

SMILES	NSD2 inh
COCCOC(=O)N1C(=O)[C@@]2(c3cc(C#CCC(C(=O)OC)C(=O)OC)ccc31)[C@H](C(=O)N1CCN(c3ncccn3)CC1)[C@H]1C(=O)O[C@H](c3ccccc3)[C@H](c3ccccc3)N1[C@@H]2c1ccccc1OCCO	-12
COc1ccc(NC(=O)N(C)C[C@H]2Oc3ccc(NC(=O)NC4CCCCC4)cc3C(=O)N([C@@H](C)CO)C[C@H]2C)cc1	-5
O=C1N(O)C2(C=CCCC2)/C(=N/O)C12CCCCC2 (configuration not stated)	10
Cc1noc(C)c1NC(=O)N(C)C[C@@H]1OCCCC[C@H](C)Oc2ccc(NS(=O)(=O)c3cccs3)cc2C(=O)N([C@H](C)CO)C[C@@H]1C	0
CCOc1ccc(N2C(=O)CS(=O)(=O)C2c2ccccc2)cc1 (configuration not stated)	-4
COc1ccc2cc([C@H](C)CO)ccc2c1	-5
C[C@H](CO)N1C[C@H](C)[C@H](CN(C)C(=O)C2CCCCC2)OCc2cn(nn2)CCCC1=O	3
Cc1noc(C)c1NC(=O)Nc1ccc2c(c1)C(=O)N([C@H](C)CO)C[C@H](C)[C@@H](CN(C)C(=O)Nc1ccc(F)cc1)OCCCC[C@@H](C)O2	3
COc1ccc(S(=O)(=O)Nc2cccc3c2O[C@@H](CN(C)S(C)(=O)=O)[C@@H](C)CN([C@@H](C)CO)C3=O)cc1	2
COc1ccc(NC(=O)Nc2cccc3c2O[C@H](CN(C)C(=O)NC2CCCCC2)[C@H](C)CN([C@H](C)CO)C3=O)cc1	-2
COc1ccc(NC(=O)Nc2ccc3c(c2)CC(=O)N([C@@H](C)CO)C[C@H](C)[C@H](CN(C)S(C)(=O)=O)O3)cc1	3
COc1cccc(NC(=O)CC2COc3ccccc3O2)c1 (configuration not stated)	-6
C=CCN1CCc2nc(N)sc2CC1	-3
COc1cc(-c2coc3cc(OCc4ccccc4)c(OC)c(O)c3c2=O)cc(O)c1OC	1
Cc1ccc(S(=O)(=O)N(C)C[C@H]2Oc3cc(C#Cc4ccccc4)ccc3S(=O)(=O)N([C@@H](C)CO)C[C@@H]2C)cc1	-2
C[C@@H]1CN([C@H](C)CO)C(=O)c2cccc(NS(=O)(=O)c3ccccc3)c2O[C@H]1CN(C)C(=O)NC1CCCCC1	14
C[C@H](CO)N1C[C@H](C)[C@H](CN(C)S(=O)(=O)c2ccc(F)cc2)Oc2ncc(-c3ccncc3)cc2C1=O	0
C[C@@H]1CN([C@H](C)CO)C(=O)c2cccc(NS(=O)(=O)c3cccs3)c2O[C@@H]1CN(C)C	1
C[C@@H]1CN([C@@H](C)CO)C(=O)c2cc(NC(=O)Nc3cccc4ccccc34)ccc2O[C@@H](C)CCCCO[C@@H]1CN(C)C(=O)CCCN(C)C	1
C[C@H]1CN([C@@H](C)CO)C(=O)c2cc(NS(=O)(=O)c3ccccc3)ccc2O[C@@H]1CN(C)Cc1ccc(Oc2ccccc2)cc1	-2
Cc1ccc(-c2cnc3c(c2)C(=O)N([C@H](C)CO)C[C@@H](C)[C@@H](CN(C)C(=O)CN(C)C)O3)cc1	-8
CC(C)NC(=O)N(C)C[C@@H]1Oc2ccc(NC(=O)CCN3CCOCC3)cc2C(=O)N([C@H](C)CO)C[C@@H]1C	0
C[C@@H]1CN([C@H](C)CO)C(=O)c2cc(NC(=O)Nc3ccc(C(F)(F)F)cc3)ccc2O[C@H]1CN(C)C(=O)Nc1ccc2c(c1)OCO2	-2
COc1ccc(NC(=O)N(C)C[C@@H]2Oc3c(NC(=O)Nc4c(C)noc4C)cccc3C(=O)N([C@@H](C)CO)C[C@@H]2C)cc1	1
C[C@@H]1CN([C@H](C)CO)C(=O)Cc2cc(N(C)C)ccc2O[C@H]1CN(C)Cc1ccc2c(c1)OCO2	8

The listing continues.
SMILES	NSD2 inh
COc1cc(/C=C/C=N/NC(=O)CCCCCCC(=O)Nc2ccccc2O)ccc1O	-4
CCCNC(=O)N(C)C[C@@H]1Oc2cc(C3=CCCC3)ccc2S(=O)(=O)N([C@H](C)CO)C[C@@H]1C	-2
C[C@@H]1CN([C@@H](C)CO)C(=O)c2cc(NC(=O)CCCN(C)C)ccc2O[C@@H](C)CCCCO[C@@H]1CN(C)C(=O)Nc1ccc2c(c1)OCO2	1
COCC#Cc1ccc2c(c1)O[C@@H](CN(C)Cc1ccncc1)[C@H](C)CN([C@H](C)CO)S2(=O)=O	7
C[C@@H]1CN([C@H](C)CO)C(=O)c2cc(-c3ccc(C#N)cc3)cnc2O[C@@H]1CN(C)Cc1cncnc1	3
C/C=C/c1ccc2c(c1)O[C@@H](CN(C)C(=O)NC1CCCCC1)[C@@H](C)CN([C@@H](C)CO)S2(=O)=O	-1
CNC(=O)c1cc(Br)cc2c1OCC2	0
CC1(C)CC[C@]2(C(=O)O[C@@H]3O[C@H](CO)[C@@H](O)[C@H](O)[C@H]3O)CC[C@]3(C)C(=CCC4[C@@]5(C)CC[C@H](OC6O[C@H](CO)[C@@H](O)[C@H](O[C@@H]7O[C@H](CO)[C@@H](O)[C@H](O)[C@H]7O)[C@H]6O)C(C)(C)C5CC[C@]43C)[C@@H]2C1 (some centres not stated)	-9
CNC[C@H]1OCCCC[C@@H](C)Oc2ccc(NC(=O)Nc3cccc4ccccc34)cc2C(=O)N([C@H](C)CO)C[C@@H]1C	1
COc1ccc(S(=O)(=O)Nc2ccc3c(c2)C(=O)N([C@@H](C)CO)C[C@@H](C)[C@@H](CN(C)Cc2ccc(Cl)c(Cl)c2)OCCCC[C@@H](C)O3)cc1	31
C[C@@H]1CN([C@@H](C)CO)C(=O)c2cc(NS(=O)(=O)c3ccc(Cl)cc3)ccc2O[C@@H]1CN(C)Cc1ccccc1	-2
CCCC#Cc1cnc2c(c1)C(=O)N([C@H](C)CO)C[C@@H](C)[C@H](CN(C)Cc1ccc(F)cc1)O2	-4
C[C@H]1CN([C@@H](C)CO)C(=O)Cc2cc(NC(=O)C3CC3)ccc2O[C@@H]1CN(C)Cc1ccc(Cl)c(Cl)c1	-4
Cc1noc(C)c1S(=O)(=O)N(C)C[C@H]1Oc2ccc(NC(=O)C3CC3)cc2CC(=O)N([C@@H](C)CO)C[C@@H]1C	-7
C[C@@H]1CCCCO[C@H](CN(C)C(=O)Nc2ccc3c(c2)OCO3)[C@@H](C)CN([C@H](C)CO)C(=O)c2cc(NS(=O)(=O)c3cn(C)cn3)ccc2O1	2
C[C@@H]1CN([C@@H](C)CO)C(=O)Cc2cc(NC(=O)Nc3ccc(F)cc3)ccc2O[C@H]1CN(C)S(=O)(=O)c1ccc(F)cc1	0
O=C(Nc1ccc(F)cc1)N[C@@H]1C=C[C@@H](CC(=O)N2CCCCC2)O[C@@H]1CO	6
CC(C)OC(=O)N(C)C[C@@H]1OCc2cnnn2CCCC(=O)N([C@@H](C)CO)C[C@@H]1C	1
Cc1ccc(-c2cnc3c(c2)C(=O)N([C@@H](C)CO)C[C@@H](C)[C@@H](CN(C)C(=O)c2ccccc2)O3)cc1	-5
C[C@@H]1CCCCO[C@H](CN(C)CC2CCCCC2)[C@H](C)CN([C@@H](C)CO)C(=O)c2cc(NS(C)(=O)=O)ccc2O1	0
CC(C)NC(=O)N(C)C[C@@H]1OCCCC[C@H](C)Oc2ccc(NS(=O)(=O)c3cn(C)cn3)cc2C(=O)N([C@@H](C)CO)C[C@@H]1C	1
COc1cccc(CN(C)C[C@@H]2OCc3cn(nn3)CCCC(=O)N([C@@H](C)CO)C[C@@H]2C)c1	7
C[C@@H]1CN([C@H](C)CO)C(=O)c2cc(-c3ccccc3)cnc2O[C@H]1CN(C)Cc1ccccc1	-3
C[C@@H]1CCCCO[C@H](CN(C)Cc2ccncc2)[C@H](C)CN([C@@H](C)CO)C(=O)c2cc(NS(=O)(=O)c3ccc(F)cc3)ccc2O1	-6
C[C@@H]1CN([C@H](C)CO)C(=O)Cc2cc(NC(=O)CCCCCC(=O)Nc3ccccc3N)ccc2O[C@H]1CN(C)Cc1ccc2c(c1)OCO2	-4

Going on with the list.
SMILES	NSD2 inh
CN(C)CC(=O)Nc1ccc2c(c1)[C@@H]1C[C@H](CC(=O)NCCN3CCCCC3)O[C@@H](CO)[C@@H]1O2	10
CC12CCC3C(CCC4CC(O)CCC43C)C1CC=C2c1ccccc1 (configuration not stated)	15
C[C@@H]1CN([C@@H](C)CO)C(=O)c2cc(NC(=O)Cc3cn(C)c4ccccc34)ccc2O[C@@H]1CN(C)Cc1ccc2c(c1)OCO2	-4
C[C@@H]1CN([C@@H](C)CO)C(=O)c2cc(-c3cccc(C#N)c3)cnc2O[C@H]1CN(C)C(=O)C1CCOCC1	3
C[C@H](CO)N1C[C@H](C)[C@@H](CN(C)Cc2ccncc2)Oc2ccc(NC(=O)c3ccncc3)cc2C1=O	-1
COC(=O)C[C@H]1C=C[C@H](NC(=O)Nc2ccc(C(F)(F)F)cc2)[C@H](CO)O1	2
C[C@@H]1CN([C@@H](C)CO)C(=O)c2cc(NC(=O)C3CC3)ccc2O[C@@H]1CN(C)CC1CCCCC1	-2
C=CCN1Cc2ccccc2[C@H]2OC(c3ccc(OCCCO)cc3)=N[C@@]2(Cc2ccccc2)C1=O	-5
C[C@H](CO)N1C[C@H](C)[C@@H](CN(C)S(=O)(=O)c2ccccc2)Oc2c(NS(=O)(=O)c3cn(C)cn3)cccc2C1=O	-1
C[C@@H]1CC(=O)C2=C(C1)C[C@@H](O)[C@@]1(O)C2C(=O)c2cccc(O)c2[C@@H]1O (some centres not stated)	-2
CCO[C@H]1OC(C(=O)O)=C[C@@H](c2ccccc2)[C@@H]1CCCO	3
C[C@@H]1CN([C@@H](C)CO)C(=O)c2cc(N(C)C)ccc2O[C@@H]1CN(C)Cc1ccc(C(=O)O)cc1	0
CC(C)NC(=O)N(C)C[C@H]1Oc2cc(C#Cc3ccccn3)ccc2S(=O)(=O)N([C@@H](C)CO)C[C@H]1C	2
COc1ccccc1CNC(=O)C[C@H]1C[C@H]2c3cc(NC(=O)NC4CCCC4)ccc3O[C@H]2[C@H](CO)O1	1
COc1ccc(NC(=O)Nc2ccc3c(c2)C(=O)N([C@@H](C)CO)C[C@H](C)[C@@H](CN(C)C(=O)Cc2ccccc2)OCCCC[C@@H](C)O3)cc1	0
COCC(=O)Nc1ccc2c(c1)[C@@H]1C[C@H](CC(=O)NCc3ccc(Cl)cc3)O[C@@H](CO)[C@@H]1O2	-3
COc1ccc(NC(=O)N[C@@H]2CC[C@H](CC(=O)NCc3ccccn3)O[C@H]2CO)cc1	5
O=C(O)CCC/C=C\CC1C2CCC(O2)C1CNNC(=O)Nc1ccccc1 (configuration not stated)	0
c1ccc(COCCCc2cnc[nH]2)cc1	32
CN(C)/C=C/C=C1C(=O)CCCC1=O	24
C[C@@H]1CN([C@H](C)CO)C(=O)c2cc(NC(=O)Nc3ccc4c(c3)OCO4)ccc2O[C@@H](C)CCCCO[C@@H]1CN(C)S(=O)(=O)c1ccc(F)cc1	-4
C[C@@H]1CN([C@H](C)CO)C(=O)c2cccc(N(C)C)c2O[C@H]1CN(C)Cc1ccc(C(=O)Nc2ccccc2N)cc1	-2
C[C@@H]1CCCCO[C@H](CN(C)Cc2ccccc2)[C@@H](C)CN([C@H](C)CO)C(=O)c2cc(NC(=O)CCCCCC(=O)Nc3ccccc3N)ccc2O1	-1
C[C@H](CO)N1C[C@H](C)[C@@H](CN(C)S(=O)(=O)c2cccc(F)c2)OCc2cn(nn2)CCCC1=O	i
COc1ccc(S(=O)(=O)N(C)C[C@@H]2OCCCC[C@H](C)Oc3ccc(NC(=O)c4ccncc4)cc3C(=O)N([C@H](C)CO)C[C@@H]2C)cc1	21

Sorted by the number under NSD2 inh (lowest first): six from the list above.
structure	NSD2 inh
COCCOC(=O)N1C(=O)[C@@]2(c3cc(C#CCC(C(=O)OC)C(=O)OC)ccc31)[C@H](C(=O)N1CCN(c3ncccn3)CC1)[C@H]1C(=O)O[C@H](c3ccccc3)[C@H](c3ccccc3)N1[C@@H]2c1ccccc1OCCO	-12
C[C@@H]1CN([C@H](C)CO)C(=O)c2cccc(N(C)C)c2O[C@H]1CN(C)Cc1ccc(C(=O)Nc2ccccc2N)cc1	-2
CNC[C@H]1OCCCC[C@@H](C)Oc2ccc(NC(=O)Nc3cccc4ccccc34)cc2C(=O)N([C@H](C)CO)C[C@@H]1C	1
COC(=O)C[C@H]1C=C[C@H](NC(=O)Nc2ccc(C(F)(F)F)cc2)[C@H](CO)O1	2
CN(C)CC(=O)Nc1ccc2c(c1)[C@@H]1C[C@H](CC(=O)NCCN3CCCCC3)O[C@@H](CO)[C@@H]1O2	10
c1ccc(COCCCc2cnc[nH]2)cc1	32

The list continues:
SMILES	NSD2 inh
CC(C)CC#Cc1ccc2c(c1)O[C@@H](CN(C)C(=O)C1CCOCC1)[C@@H](C)CN([C@H](C)CO)S2(=O)=O	-2
COCC#Cc1ccc2c(c1)O[C@H](CN(C)Cc1ccccc1)[C@@H](C)CN([C@@H](C)CO)S2(=O)=O	-5
CC(C)(C)S(=O)(=O)/C(C#N)=C/c1sccc1C1OCCO1	-2
C[C@@H]1CN([C@H](C)CO)C(=O)c2cccc(NC(=O)c3ccncc3)c2O[C@@H]1CN(C)S(=O)(=O)c1ccccc1	10
COc1ccc(CN(C)C[C@@H]2Oc3c(NC(=O)C4CCCCC4)cccc3C(=O)N([C@H](C)CO)C[C@@H]2C)cc1	-5
Cc1ccc(S(=O)(=O)Nc2ccc3c(c2)C(=O)N([C@@H](C)CO)C[C@@H](C)[C@@H](CN(C)C(=O)Nc2ccc(F)cc2)OCCCC[C@@H](C)O3)cc1	-2
C[C@@H]1CN([C@@H](C)CO)C(=O)Cc2cc(NS(=O)(=O)c3ccc(F)cc3)ccc2O[C@H]1CN(C)Cc1ccc(C(=O)O)cc1	0

As a short view, 5 of the compounds above.
SMILES	NSD2 inh
CC(C)(C)S(=O)(=O)/C(C#N)=C/c1sccc1C1OCCO1	-2
C[C@@H]1CN([C@H](C)CO)C(=O)c2cccc(NC(=O)c3ccncc3)c2O[C@@H]1CN(C)S(=O)(=O)c1ccccc1	10
COc1ccc(CN(C)C[C@@H]2Oc3c(NC(=O)C4CCCCC4)cccc3C(=O)N([C@H](C)CO)C[C@@H]2C)cc1	-5
Cc1ccc(S(=O)(=O)Nc2ccc3c(c2)C(=O)N([C@@H](C)CO)C[C@@H](C)[C@@H](CN(C)C(=O)Nc2ccc(F)cc2)OCCCC[C@@H](C)O3)cc1	-2
C[C@@H]1CN([C@@H](C)CO)C(=O)Cc2cc(NS(=O)(=O)c3ccc(F)cc3)ccc2O[C@H]1CN(C)Cc1ccc(C(=O)O)cc1	0

Not all compounds are listed. The share of hits here may be higher or lower than overall.
